Assay outcomes as filed in PubChem BioAssay.
FLuc inh counter: counter-screen for luciferase assay inhibitors: firefly luciferase inhibition | ATPLite firefly luciferase biochemical luminescence, 10 min | inhibition, % at 10 µM | P08659 | actives 1.5% (n = 200,000) | AID 1006;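 active = inhibition above about 50% when tested at 10 µM, limit read from the data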
Target sequence (P08659 whole entry, looked up): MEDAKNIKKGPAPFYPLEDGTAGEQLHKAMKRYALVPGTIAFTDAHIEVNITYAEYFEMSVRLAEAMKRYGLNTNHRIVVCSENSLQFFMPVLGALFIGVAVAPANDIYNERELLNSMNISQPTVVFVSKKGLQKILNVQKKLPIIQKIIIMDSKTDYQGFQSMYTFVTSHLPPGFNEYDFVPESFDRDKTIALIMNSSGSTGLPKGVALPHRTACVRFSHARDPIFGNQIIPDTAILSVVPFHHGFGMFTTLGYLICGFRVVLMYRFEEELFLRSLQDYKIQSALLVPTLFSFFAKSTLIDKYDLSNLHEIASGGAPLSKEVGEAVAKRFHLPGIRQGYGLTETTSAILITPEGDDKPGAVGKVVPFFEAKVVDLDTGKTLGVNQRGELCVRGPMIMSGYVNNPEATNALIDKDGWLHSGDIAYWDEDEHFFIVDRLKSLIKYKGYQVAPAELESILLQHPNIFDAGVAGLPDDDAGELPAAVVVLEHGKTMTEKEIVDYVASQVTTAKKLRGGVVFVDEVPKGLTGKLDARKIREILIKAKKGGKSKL
bIAP act: increases bovine intestinal alkaline phosphatase activity. purified bovine IAP, CDP-star luminescence, 30 min; stronger effect = higher value; fold of DMSO-control signal, blank-subtracted. activation factor at 20 µM. actives 0.17% (n = 200,000). AID 1016;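 active = activation factor of 2 or more at 20 µM, a signal rise over negative controls twice the positive control's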
NF-kB neuron act: NF-kB expression increase, human neuronal cells | fold change at 12.5 µM | AID 1239 | actives 1.6% (n = 190,000) | NF-kB reporter expression; stronger effect = higher value; in the data active = fold change above about 3.3
TNAP inh hiacc: TNAP (human) inhibition, high acceptor | P05186 | purified TNAP, CDP-star luminescence, 1 M DEA | inhibition, % at 20 µM | actives 0.03% (n = 200,000);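 active = over 50% inhibition of tissue-nonspecific alkaline phosphatase at 20 µM in the single-dose screen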;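 also: plate controls were DMSO wells for no effect and EDTA-quenched wells as full inhibition for full effect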
PMI activator: increases human mannose-6-phosphate isomerase activity; P34949; purified human PMI, coupled resazurin fluorescence, 20 min; stronger effect = higher value; 1 = vehicle control, 0 substrate-free wells; activation factor at 20 µM; actives 0.005% (n = 190,000); AID 1214;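 active = activation factor of 2 or more at 20 µM, relative to plate controls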
Target sequence (P34949 whole entry, looked up): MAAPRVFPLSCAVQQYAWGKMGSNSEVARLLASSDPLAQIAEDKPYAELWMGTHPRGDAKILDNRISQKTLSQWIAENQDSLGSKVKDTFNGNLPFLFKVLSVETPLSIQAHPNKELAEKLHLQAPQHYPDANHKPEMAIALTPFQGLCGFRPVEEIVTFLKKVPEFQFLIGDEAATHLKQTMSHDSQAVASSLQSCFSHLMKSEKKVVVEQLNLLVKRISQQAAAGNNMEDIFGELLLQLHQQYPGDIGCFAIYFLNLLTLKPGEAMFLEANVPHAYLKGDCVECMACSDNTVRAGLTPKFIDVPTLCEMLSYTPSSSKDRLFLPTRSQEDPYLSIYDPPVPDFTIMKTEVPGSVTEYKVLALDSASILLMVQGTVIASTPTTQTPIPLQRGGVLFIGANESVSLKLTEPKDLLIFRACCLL
TNAP act hiacc: activators of human TNAP at high phosphate acceptor concentration. P05186. purified TNAP, CDP-star luminescence, 1 M DEA, 30 min; stronger effect = higher value; 0 = EDTA background, 1 = DMSO-only activity. activation factor at 20 µM. 200,000 tested, under 10 active. AID 1136;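 active = activation factor at least 2 at 20 µM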
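system = human TNAP | amount = enzyme diluted 1/800 final | reagent = 100 µM CDP-star substrate | signal = luminescent substrate turnover signal | dosing = one dose, 20 µM | benchmarks = EDTA negative control, DMSO positive control | measure = activation factor | timing = 30 min reaction, room temperature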
FLuc act counter: firefly luciferase counter-screen for stimulation assays | P08659 | ATPlite luciferase biochemical, luminescence, 10 min; 0 = ATP-free wells, 1 = DMSO control | activation factor at 10 µM | 200,000 tested, under 10 active;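 active = luciferase activation factor, scaled between plate controls, of at least 2 with compound at 10 µM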
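Material: Luciferase/luciferin reagent mix; Doses: test compounds dosed from 2 mM stocks in 100% DMSO; Schedule: 10 min incubation after luciferase reagent addition, room temperature; Measured by: luminescence from luciferase reaction; Read-out: luminescence gain marking luciferase activators.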
APP 5'UTR act: APP 5'UTR luciferase reporter activation | actives 1% (n = 190,000) | AID 1276 | activation, % at 2 µM | SH-SY5Y APP 5'UTR luciferase reporter, luminescence; zero percent = DMSO vehicle wells;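 active = activation above a set limit, based on mean plus 3 SD of controls, cut at about 140% in these data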; also: values of inactives mirror those of a sister screen read the other way
TNAP inh noacc: TNAP (human) inhibition, acceptor-free conditions; purified TNAP, CDP-star luminescence, 30 min; inhibition, % at 20 µM; actives 0.26% (n = 200,000);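 active = tissue-nonspecific alkaline phosphatase inhibition above about 50% at 20 µM in the single-dose screen, limit read from the data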;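 also: 0% = DMSO negative control and 100% = EDTA positive control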
PMI act hi M6P: activators of human phosphomannose isomerase at near-saturating mannose 6-phosphate. P34949. coupled PMI enzyme assay, resazurin fluorescence, 20 min; stronger effect = higher value; 1 = untreated enzyme, 0 = substrate-free blank. activation factor at 20 µM. actives 0.34% (n = 190,000);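 active = activation factor of 2 or more at 20 µM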
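Test system: human phosphomannose isomerase with PGI, G6PDH, diaphorase coupling enzymes; Amount: PMI at 15 ng/mL final; Reagent: Mannose-6-phosphate 1.0 mM (near-saturating) plus 0.22 mM NADP+; Timing: 20 min, room temperature; Technique: resorufin fluorescence at Ex 544/Em 590 nm; Dosing: 20 µM single dose.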
Starred values were filed as active, the others as inactive; . = no result given.

SMILES	FLuc inh counter	bIAP act	NF-kB neuron act	TNAP inh hiacc	PMI activator	TNAP act hiacc	FLuc act counter	APP 5'UTR act	TNAP inh noacc	PMI act hi M6P
COc1ccc(Cl)cc1NC(=O)c1[nH]nc(OC)c1[N+](=O)[O-]	-8	1.1	0.83	-3	1	1	1.1	-1	-6	1
CC(C)CCNC(=O)c1ccc(C2SCC(=O)N2Cc2ccco2)cc1 (stereo not drawn)	-4	0.9	1	-5	1	1.1	1	-4	-14	1
COc1ccc(CC(=O)Nc2ccc(N3CCN(c4ccc(OC)cc4)CC3)c(C#N)c2)cc1	-1	0.9	0.91	-3	0.8	1	1	-3	-6	0.8
O=c1[nH]c2ccccc2n1Cc1ccc(Cl)cc1	-4	0.7	0.99	-2	0.9	1	1	2	2	0.9
CCOCCCNC(=O)C1CCN(C(=O)Nc2ccc(Cl)cc2)CC1	-6	1	1.1	-1	0.9	1	1.1	26	-7	0.9
COc1cc(/C=N/NC(=O)c2ccncc2)ccc1OC(=O)c1ccc([N+](=O)[O-])cc1	1	0.9	1.1	-2	1	1	1	-2	20	1.1
CCOC(=O)c1cc2c(=O)n3ccccc3nc2n(CCCOC)c1=NC(=O)c1cccnc1	-1	1	0.86	-6	1.7	1.1	1	-3	-13	2*
O=C(CSc1ncccn1)NC1CCCc2ccccc21 (stereo not drawn)	-3	1	1.3	-4	1.2	1	1	-10	5	1.2
CCOC(=O)C(C)Sc1nc(=O)n2cc(C)ccc2n1 (stereo not drawn)	-3	1	1.2	-2	1.1	1	1	5	5	1.1
O=C(Cc1cccs1)NCc1ccc2c(c1)OCO2	6	0.8	1.7	-2	0.9	1	0.9	1	-12	0.9
COC(=O)CSC1=C(C#N)C(=O)NC(c2ccccc2)S1 (stereo not drawn)	-4	1	1.1	-4	1.2	1	1	-4	-17	1.2
O=C(c1ccccc1)c1n[nH]c(-c2ccccc2)cc1=O	-6	1	1.2	-1	1.2	1	1.1	-19	-6	1.2
O=C(NCc1ccccn1)C1COc2ccccc2O1 (stereo not drawn)	0	1	0.89	-4	0.9	1	1	-3	-7	0.9
COC(=O)c1cc(NCc2cccs2)ccc1N1CCOCC1	-2	1	0.97	3	1	1	1	7	-8	1.1
COc1ccc2cc(/C=C3\SC(=S)NC3=O)c(N3CCOCC3)nc2c1	-6	1.1	0.59	8	1	0.9	1.1	31	8	1.1
CC(C)(C)NC(=O)CSc1nnc(CN2CCCCCC2=O)n1-c1ccccn1	-7	1.1	0.98	-11	1.1	1.1	1.1	-17	-7	1.1
COc1c(C)cccc1C(=O)Nc1cc(Cl)ccc1N1CCOCC1	-4	0.9	1.4	-5	0.8	1.1	1	21	-11	0.8
CNc1c(C(=O)O)ccc2c1C(=O)c1ccccc1C2=O	13	1	0.96	30	1	0.7	0.9	-18	20	0.9
Cc1csc(N(C(=O)c2ccc(S(=O)(=O)N(C)C)cc2)c2ccccc2)n1	0	0.9	1.2	-1	1	1	1	4	-12	1
Cn1c(O)c(N=NC(=O)Cn2ccc(C(F)(F)F)n2)c2ccccc21	-8	0.9	0.99	-6	1.1	1.1	1.1	-3	-1	1
Cc1ccc2c(c1)N(CC(=O)Nc1ccc3c(c1)OCCO3)C(=O)CO2	-1	1	1.3	-2	0.9	1	1	13	-8	0.9
Nc1nonc1C(=O)NCCNCc1ccccc1OCc1ccc(F)cc1	-5	0.9	0.75	0	1	1	1.1	8	-6	1
COCCNc1nc(-c2cc(C)c(C)cc2C)cs1	0	1.1	.	-1	0.9	1	1	21	-10	0.9
COc1ccc(N(CC(O)CN2C(=O)NC(C)(C)C2=O)S(=O)(=O)c2ccc(C)cc2)cc1 (stereo not drawn)	-2	1.2	1	2	1	1	1	14	-9	0.9
O=C(CSc1nc2ccc(Cl)cc2[nH]1)c1ccc2c(c1)OCO2	-3	1.2	1.5	-3	0.9	1	1	-8	-9	1
N#CC1=C(N)N(c2ccccc2)C2=C(C(=O)CCC2)C1c1ccccc1 (stereo not drawn)	-8	0.8	1.7	-1	0.8	1	1.1	8	-8	0.5
CSc1nc(C)nc2c1c(=O)n(C)c(=O)n2C	-8	0.9	1	-4	1	1	1.1	.	3	1
CC(C)N(Cc1nc(-c2ccccc2)no1)C(=O)C1CCCCC1	-8	1	1.1	-5	1	1	1.1	-7	-14	1
O=C(CSc1nnc(CNC(=O)c2ccccc2F)o1)c1ccccc1	-5	0.9	1	-1	1	1	1.1	-7	-6	1
CCC(C)(C)NC(=O)C(c1ccc(OC)cc1)N(Cc1ccco1)C(=O)CCC(=O)Nc1cc(C)on1 (stereo not drawn)	-7	0.9	0.87	-6	1.1	1.1	1.1	2	-14	1.1
COc1cccc(-c2nn(C)c3sc(C(=O)Nc4ccc5c(c4)OCCO5)cc23)c1	3	0.9	0.44	-2	0.8	1	1	-2	-8	0.9
c1ccc(-n2ncc3c(N4CCN(CCOc5cccc6ccccc56)CC4)ncnc32)cc1	-3	1	0.79	-1	0.8	1	1	14	-12	0.8
CCCCCC(=O)NC(NC(=S)N1CCOCC1)C(Cl)(Cl)Cl (stereo not drawn)	-1	1.1	1	-1	1	1	1	19	-8	1
O=C(O)c1ccc(CSc2nnc(-c3ccncc3)n2CC2CCCO2)cc1 (stereo not drawn)	-2	0.9	1.1	-4	0.9	1	1	3	-8	0.9
Cc1cccn2cc(CSc3ccccc3N)nc12	24	0.8	3.2	-5	1	1.1	0.8	-3	-11	1.1
N#CC1=C(S)N(c2ccc(F)cc2)C(c2cccs2)NC1=O (stereo not drawn)	-7	0.9	1	-12	1.2	1.1	1.1	-2	-5	1.3
COc1ccc(CCNC(=O)Cn2c(=O)n(-c3cc(F)ccc3F)c(=O)c3sccc32)cc1OC	-8	1	0.77	-7	1	1.1	1.1	4	-12	1
CCCOC(=O)c1cccc(Nc2nc(-c3cccnc3)nc3ccccc23)c1	0	0.8	0.31	0	1	1	1	11	-9	1.1
CN=c1scc(C)n1/N=C/c1cc(Br)c(O)c(Br)c1	32	1.1	5.5*	-5	1.1	1	0.7	-4	-15	0.9
COc1ccc2c(c1)CC(=O)NC=C2	-8	0.9	1	-7	0.8	1.1	1.1	0	-14	0.9
CC1(C)C(C=C(Cl)Cl)C1C(=O)Nc1ccc([N+](=O)[O-])cc1 (stereo not drawn)	-3	0.8	0.66	6	0.8	0.9	1	1	-3	0.9
CC(C)CC(NC(=O)c1ccc(C#CC(C)(C)O)s1)C(=O)O (stereo not drawn)	-8	0.9	1	-6	0.8	1.1	1.1	3	-7	0.9
Cc1cccc(N2CCN(C(=O)COc3cc(=O)n(C)c4ccccc34)CC2)c1C	-7	1.1	0.76	-1	1	1	1.1	-3	-9	1
CC(C)C(c1nnnn1Cc1ccc(F)cc1)N1CCN(C(=O)c2ccco2)CC1 (stereo not drawn)	-5	1	1	-6	0.9	1.1	1	8	-12	0.9
O=C(NNc1nc2cc3c(cc2s1)OCCO3)c1ccc(F)cc1	-3	1.5	1.5	-5	1.1	1	1	-17	-143	1
COc1cccc(NC(=S)NC(C)c2ccc(OC)c(OC)c2)c1 (stereo not drawn)	-5	1	1.1	-4	1	1	1.1	22	-12	0.9
Cc1csc(SCC(=O)NC(=O)C2CCCCC2)n1	-5	1.1	1.3	-3	1	1	1	139*	-6	1
COCCCNC(=S)NC1CCCCC1	-6	1	0.99	-5	1.2	1.1	1.1	-13	0	1.2
CC1CCN(C(=O)C2CCCN(S(C)(=O)=O)C2)CC1 (stereo not drawn)	-6	1	0.99	-1	1.1	1	1.1	12	-2	1
CCN(CC)CCOC(=O)C12CC3CC(CC(C3)C1)C2	-9	1	1.6	-9	1	1.1	1.1	0	-14	1
Cn1c(=S)[nH]c2ccccc21	-4	0.9	1.1	-4	1.1	1	1	-9	9	1.1

Compounds above with a halogen (15):
SMILES	FLuc inh counter	bIAP act	NF-kB neuron act	TNAP inh hiacc	PMI activator	TNAP act hiacc	FLuc act counter	APP 5'UTR act	TNAP inh noacc	PMI act hi M6P
COc1ccc(Cl)cc1NC(=O)c1[nH]nc(OC)c1[N+](=O)[O-]	-8	1.1	0.83	-3	1	1	1.1	-1	-6	1
O=c1[nH]c2ccccc2n1Cc1ccc(Cl)cc1	-4	0.7	0.99	-2	0.9	1	1	2	2	0.9
CCOCCCNC(=O)C1CCN(C(=O)Nc2ccc(Cl)cc2)CC1	-6	1	1.1	-1	0.9	1	1.1	26	-7	0.9
COc1c(C)cccc1C(=O)Nc1cc(Cl)ccc1N1CCOCC1	-4	0.9	1.4	-5	0.8	1.1	1	21	-11	0.8
Cn1c(O)c(N=NC(=O)Cn2ccc(C(F)(F)F)n2)c2ccccc21	-8	0.9	0.99	-6	1.1	1.1	1.1	-3	-1	1
Nc1nonc1C(=O)NCCNCc1ccccc1OCc1ccc(F)cc1	-5	0.9	0.75	0	1	1	1.1	8	-6	1
O=C(CSc1nc2ccc(Cl)cc2[nH]1)c1ccc2c(c1)OCO2	-3	1.2	1.5	-3	0.9	1	1	-8	-9	1
O=C(CSc1nnc(CNC(=O)c2ccccc2F)o1)c1ccccc1	-5	0.9	1	-1	1	1	1.1	-7	-6	1
CCCCCC(=O)NC(NC(=S)N1CCOCC1)C(Cl)(Cl)Cl (stereo not drawn)	-1	1.1	1	-1	1	1	1	19	-8	1
N#CC1=C(S)N(c2ccc(F)cc2)C(c2cccs2)NC1=O (stereo not drawn)	-7	0.9	1	-12	1.2	1.1	1.1	-2	-5	1.3
COc1ccc(CCNC(=O)Cn2c(=O)n(-c3cc(F)ccc3F)c(=O)c3sccc32)cc1OC	-8	1	0.77	-7	1	1.1	1.1	4	-12	1
CN=c1scc(C)n1/N=C/c1cc(Br)c(O)c(Br)c1	32	1.1	5.5*	-5	1.1	1	0.7	-4	-15	0.9
CC1(C)C(C=C(Cl)Cl)C1C(=O)Nc1ccc([N+](=O)[O-])cc1 (stereo not drawn)	-3	0.8	0.66	6	0.8	0.9	1	1	-3	0.9
CC(C)C(c1nnnn1Cc1ccc(F)cc1)N1CCN(C(=O)c2ccco2)CC1 (stereo not drawn)	-5	1	1	-6	0.9	1.1	1	8	-12	0.9
O=C(NNc1nc2cc3c(cc2s1)OCCO3)c1ccc(F)cc1	-3	1.5	1.5	-5	1.1	1	1	-17	-143	1

Rows were taken by chance; any-hit rate near 3.6%.
